Rin1 Abl inh – human Rin1-Abl interaction inhibition. TR-FRET Rin1/Abl binding, biochemical. inhibition, % at 7.35 µM. hit rate 0.4% among 360,000. AID 588664; in the data active means inhibition above about 5%, passing the limit was not always enough
Rpn11 block – Rpn11 (human) deubiquitinase inhibition | O00487 | human 26S proteasome, Ub4-pepOG fluorescence polarization; 20S core pre-blocked with epoxomicin | AID 588493 | calls only at 20 µM | hit rate 0.59% among 360,000;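 active means inhibition at 20 µM, scaled to each plate's controls, above about 33%, limit read from the data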
Target sequence (O00487 whole entry, looked up): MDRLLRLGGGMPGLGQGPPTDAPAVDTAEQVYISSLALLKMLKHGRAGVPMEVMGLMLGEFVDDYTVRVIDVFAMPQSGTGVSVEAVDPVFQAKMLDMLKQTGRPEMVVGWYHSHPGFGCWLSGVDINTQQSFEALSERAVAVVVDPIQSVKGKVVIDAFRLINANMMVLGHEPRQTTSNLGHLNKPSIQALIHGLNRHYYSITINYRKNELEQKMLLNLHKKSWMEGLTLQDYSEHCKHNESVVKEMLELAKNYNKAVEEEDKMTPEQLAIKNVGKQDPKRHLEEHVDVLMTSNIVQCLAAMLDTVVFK
SUMO1 PPI mod – SUMO1-SIM interaction modulation; inhibition, % at 20 µM; SUMO1 binding to a labelled peptide, TR-FRET, 1 h; AID 602429; hit rate 0.33% among 360,000; in the data active means inhibition above about 37%
STEP block – STEP (human) phosphatase inhibition; P54829; recombinant STEP, OMFP fluorogenic substrate, fluorescence; inhibition, % at 20 µM; hit rate 0.25% among 360,000; AID 588621;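 active means inhibition at 20 µM, scaled per plate between control wells, above about 37%, limit read from the data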;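 further: 0% = DMSO with enzyme and substrate and 100% = substrate only without enzyme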
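Assay system: isolated STEP enzyme. Buffer or medium: pH 6.0 Bis-Tris with DTT and Tween 20. Also added: fluorogenic phosphatase substrate OMFP at 25 µM final. Dosing: 20 µM, 1% DMSO. Timing: 20 min reaction, room temperature, in the dark. Measured by: fluorescence intensity, excitation 480 nm, emission 540 nm. Evaluation: normalized % inhibition.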
Neddyl block – cullin neddylation inhibition. TR-FRET cullin neddylation, biochemical. AID 651699. calls only at 25 µM. hit rate 0.58% among 360,000; in the data active means inhibition above about 36%
CSN inh – inhibitors of human CSN-mediated cullin deneddylation | Purified CSN, SCF-Nedd8-OG deneddylation, fluorescence polarization | inhibition, % at 12.5 µM | hit rate 0.38% among 360,000 | AID 651999;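 active means pattern-corrected inhibition above about 35%, with an unprinted fluorescence ratio check between 0.5 and 1.5, limit read from the data, passing the limit was not always enough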;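 further: 0% = enzyme with substrate and 100% = substrate without enzyme; some results filed as inactive read as strong as hits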
Target sequence (Q92905 whole entry, looked up, one chain of several): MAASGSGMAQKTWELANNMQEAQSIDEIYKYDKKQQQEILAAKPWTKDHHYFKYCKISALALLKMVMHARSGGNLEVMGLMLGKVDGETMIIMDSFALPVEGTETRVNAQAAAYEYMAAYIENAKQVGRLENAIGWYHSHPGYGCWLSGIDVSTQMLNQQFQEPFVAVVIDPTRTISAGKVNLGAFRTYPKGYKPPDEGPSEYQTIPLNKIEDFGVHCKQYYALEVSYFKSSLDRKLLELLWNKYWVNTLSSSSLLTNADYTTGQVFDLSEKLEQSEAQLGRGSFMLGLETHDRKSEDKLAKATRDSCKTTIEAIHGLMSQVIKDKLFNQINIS
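Test system: purified human Csn5 enzyme expressed in HEK293T cells. Amount: 0.24 nM enzyme. Reagent: SCFSkp2-Nedd8OG substrate at 10 nM final. Schedule: 90 min incubation of compound, enzyme and substrate at room temperature. Detection: fluorescence polarization. Read-out: % inhibition of substrate cleavage by Csn5.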
NadD block – inhibitors of Staphylococcus aureus NadD; purified NadD enzyme, colorimetric absorbance read-out; inhibition, % at 20 µM; hit rate 0.78% among 360,000; AID 602399; in the data active means inhibition above about 26%; further: some compounds past the cut are filed as inactive
Scp1 inh – blocks human Scp-1 phosphatase activity; Q9GZU7; Recombinant Scp1, phosphopeptide, malachite green phosphate absorbance; inhibition, % at 20 µM; hit rate 0.88% among 340,000; AID 493091;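 active means inhibition above about 50% at 20 µM, limit read from the data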;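 further: plate controls were DMSO wells with enzyme for no effect and wells lacking enzyme for full effect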
Target sequence (Q9GZU7 76-261 limits assumed): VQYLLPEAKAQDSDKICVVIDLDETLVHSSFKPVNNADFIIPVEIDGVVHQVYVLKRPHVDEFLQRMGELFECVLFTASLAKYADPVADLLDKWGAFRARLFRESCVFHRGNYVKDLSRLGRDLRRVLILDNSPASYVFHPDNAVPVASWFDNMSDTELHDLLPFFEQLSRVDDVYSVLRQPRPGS
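Test system: SCP-1 phosphatase catalytic domain, residues 76-261; measured by: colorimetric phosphate reagent with accelerator and stabiliser, absorbance at 630 nm; timing: enzyme reaction 45 min at room temperature, colour 5 min, stabilisation 30 min; also added: Phosphorylated 17-residue peptide substrate; compound dosing: one concentration, 20 µM, with 1.0% DMSO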
LMPTP inh – blocks human LMPTP phosphatase; inhibition, % at 20 µM; recombinant LMPTP-A, OMFP fluorogenic substrate, fluorescence intensity; hit rate 0.22% among 360,000; P24666;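 active means compounds that cut the enzyme signal by at least half of the control window in the single-dose screen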;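 further: plate controls were DMSO wells with enzyme plus substrate for no effect and substrate without enzyme for full effect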
Target sequence (P24666 whole entry, looked up): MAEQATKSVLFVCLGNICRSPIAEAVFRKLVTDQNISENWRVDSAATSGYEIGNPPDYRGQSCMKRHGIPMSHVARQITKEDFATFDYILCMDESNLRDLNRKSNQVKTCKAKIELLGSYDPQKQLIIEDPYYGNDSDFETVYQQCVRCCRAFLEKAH
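Test system: LMPTP-A phosphatase enzyme. Amount: LMPTP-A at 0.625 nM final in the reaction. Reagent: OMFP substrate, 400 µM final. Times: 50 min at room temperature. Signal: endpoint fluorescence intensity from OMFP dephosphorylation. Read-out basis: % inhibition. Benchmarks: no-enzyme and uninhibited controls.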
DNMT1 block – inhibitors of human DNMT1; P26358; DNMT1 molecular beacon, Hinp1I cleavage, fluorescence; inhibition (reported as % activation of signal), % at 10 µM; hit rate 0.83% among 360,000; in the data active means inhibition above about 50%
Starred values were filed as active, the others as inactive; i = inactive; / = not tested or not shown; + = active, no number. Compounds as they come; 3.8% or so of the library scored in one or more.

No.	SMILES	Rin1 Abl inh	Rpn11 block	SUMO1 PPI mod	STEP block	Neddyl block
1	COc1ccc(C(CC(=O)O)NS(=O)(=O)c2ccc3c(c2)N(C(C)=O)CC(C)O3)cc1 (stereo not drawn)	-2	i	4	5	i
2	CCn1cc(C(=O)NCC2CCCO2)c(=O)c2cc(S(=O)(=O)N(C)C3CCCCC3)ccc21 (stereo not drawn)	0	i	5	4	i
3	CCOC(=O)C1CCCn2c1nc1sc3c(c1c2=O)CCCC3 (stereo not drawn)	-2	i	-3	-2	i
4	O=c1oc(-c2cccc([N+](=O)[O-])c2)nc2ccccc12	3	i	-18	-1	i
5	COc1ccccc1-n1cnnc1SCC(=O)c1ccc[nH]1	3	i	2	-4	i
6	O=C(CCOc1ccccc1)Nc1ccccc1[N+](=O)[O-]	2	+	-11	-3	i
7	Cc1nn(-c2ccc(F)cc2)c(Cl)c1/C=C(\CCC(=O)O)c1nc2ccccc2s1	-1	i	-10	-6	i
8	CC(c1ccccc1)N1C(=O)c2ccccc2C1O (stereo not drawn)	-1	i	-1	0	i

No.	CSN inh	NadD block	Scp1 inh	LMPTP inh	DNMT1 block
1	0	4	12	0.0	3
2	0	9	-12	0.0	0
3	9	-1	-5	-0.6	-3
4	2	-2	-2	0.1	-2
5	3	4	-3	-0.4	-9
6	-6	-2	-1	0.0	-3
7	-5	16	-11	1.0	-4
8	0	-4	2	-2.2	4

A few values from the entries so far:
Result of no. 8 under Rin1 Abl inh: -1
Result of no. 6 under Rin1 Abl inh: 2

More structures follow:
No.	SMILES	Rin1 Abl inh	Rpn11 block	SUMO1 PPI mod	STEP block	Neddyl block
9	CCCCN1C(=O)C(O)(CC(=O)c2ccco2)c2cc(Br)ccc21 (stereo not drawn)	1	i	-2	-1	i
10	Cn1c(-c2ccccc2F)cc2onc(-c3ccccc3)c2c1=O	-1	i	2	1	i
11	CCC1Sc2ccccc2N(CC(=O)NC2CC2)C1=O (stereo not drawn)	-5	i	6	-1	i
12	Cc1ccnc(NC(=O)CN2C(=O)c3ccccc3C2=O)c1	-1	i	-1	-2	i
13	Nc1c(C(=O)N2CCOCC2)sc2nc(N3CCOCC3)c3c(c12)CCCC3	-4	i	-12	4	i
14	CCOC(=O)c1ccccc1NC(=O)COC(=O)C1=COCCO1	4	i	-5	-2	i
15	COc1cccc(Nc2cc(C)c3ccccc3n2)c1	-1	i	3	2	/
16	CC(=O)c1ccc(N2Cc3ccccc3/C2=N\C(=O)Nc2ccc(Cl)cc2)cc1	0	i	-3	-1	i

No.	CSN inh	NadD block	Scp1 inh	LMPTP inh	DNMT1 block
9	3	-6	-8	-1.4	5
10	0	-9	-4	0.8	-2
11	-2	-2	-7	0.7	1
12	-16	-3	-3	0.6	-2
13	-1	4	-1	-1.4	-4
14	0	1	-6	0.3	1
15	-1	-3	-6	3.7	-7
16	6	7	-4	1.7	0

(more compounds)
No.	SMILES	Rin1 Abl inh	Rpn11 block	SUMO1 PPI mod	STEP block	Neddyl block
17	Cc1c(CNC2CCCC2)c(C(=O)O)c(C)n1Cc1ccccc1	0	i	-3	3	i
18	CC(C)c1cc(=O)n2[nH]c(N)nc2n1	0	i	0	1	i
19	COc1ccc(CNC(=O)CS(=O)(=O)Cc2nc(-c3cccc(OC)c3)oc2C)cc1	6	i	-31	0	i
20	C=CC[n+]1c(-c2ccc(Cl)cc2Cl)csc1Nc1ccc(NC(C)=O)cc1	-3	i	-2	0	i
21	COC(=O)Cc1ccc(NC(=S)N2CCN(c3cccc(O)c3)CC2)cc1	-2	i	3	1	i
22	COc1ccc(CN(C(=O)CN2C(=O)C(C)Oc3ccccc32)C2CCCC2)c(OC)c1 (stereo not drawn)	8	i	-5	4	i
23	O=c1cc(/N=C/c2coc3cc(Br)ccc3c2=O)[nH]c(=S)[nH]1	-2	i	-9	4	i
24	O=C(Nc1ccccc1C(=O)NC1CC1)c1ccccc1	1	i	2	-2	i

No.	CSN inh	NadD block	Scp1 inh	LMPTP inh	DNMT1 block
17	-3	2	9	0.1	0
18	-16	-1	7	1.8	1
19	-1	-9	-5	-0.6	2
20	-17	-5	3	4.1	-9
21	-8	-2	-5	-2.4	-13
22	5	-2	-4	-0.8	-4
23	6	1	9	0.5	-2
24	-3	-2	1	0.2	1

Carrying on:
No.	SMILES	Rin1 Abl inh	Rpn11 block	SUMO1 PPI mod	STEP block	Neddyl block
25	O=C(O)CCn1c(=O)[nH]c2ccccc2c1=O	0	i	2	0	i
26	CCN(CC)S(=O)(=O)c1ccc(/C=C/C(=O)Nc2ccc(F)cc2F)cc1	1	i	-1	-2	i
27	O=C(CSc1nc2cc(Cl)ccc2s1)NC1CCCc2ccccc21 (stereo not drawn)	0	i	2	-1	i
28	COC(=O)Nc1nnc(/C=C/c2ccccc2)s1	-1	i	-12	-1	/
29	O=C(COc1ccccc1)N1CCc2ccccc2C1	-1	i	-3	0	i
30	Cc1ccc(CNc2nc(NCC3CC3)nc3ccsc23)c(C)c1	-1	i	-7	8	i
31	Nc1nc(N2CCN(C(=O)c3ccco3)CC2)nc2ccccc12	8.7*	i	2	-3	/
32	CC(C)[C@H](NC(=O)c1ccco1)C(=O)OCC(=O)N1CC(=O)Nc2ccccc21	-1	i	3	3	i

No.	CSN inh	NadD block	Scp1 inh	LMPTP inh	DNMT1 block
25	0	4	-6	-0.6	0
26	2	-7	-4	0.1	-3
27	6	-4	-12	3.8	-3
28	-5	-3	11	-1.1	1
29	-3	-4	1	-0.7	-12
30	-1	5	/	34	-3
31	-3	10	-8	3.8	1
32	3	-2	-5	-0.2	-1

(list continues)
No.	SMILES	Rin1 Abl inh	Rpn11 block	SUMO1 PPI mod	STEP block	Neddyl block
33	CC(NCc1ccc2c(c1)OCO2)c1ccccc1 (stereo not drawn)	2	i	0	1	i
34	Cn1c(=O)cc(SCC(=O)NCCC2=CCCCC2)c2cc(Cl)ccc21	0	i	2	3	i
35	CCCCN(C)CCCNC(=O)CC1Oc2ccccc2NC1=O (stereo not drawn)	1	i	0	24	i
36	Cc1cc(Cl)c(S(=O)(=O)NCc2cccnc2)cc1OCC(N)=O	3	i	0	-2	i
37	O=C(O)[C@H]1CCCC[C@H]1C(=O)Nc1cc([N+](=O)[O-])ccc1F	-3	i	-14	1	i
38	O=C(N=C1SC2CS(=O)(=O)CC2N1Cc1ccc(F)cc1)C1CCCO1 (stereo not drawn)	-2	i	-3	0	i
39	CCOC(=O)Cc1ccc(NS(=O)(=O)c2ccc(SC)cc2)cc1	5	i	-3	-1	i
40	O=C(CNS(=O)(=O)c1ccccc1)NCC(=O)OCc1ccc(Cl)cc1	1	i	1	0	i

No.	CSN inh	NadD block	Scp1 inh	LMPTP inh	DNMT1 block
33	5	4	0	-1.7	2
34	2	1	0	-0.3	-4
35	1	5	3	-3.5	0
36	9	-2	-4	-0.4	1
37	-12	-1	-7	-0.4	2
38	3	0	4	-1.2	0
39	-6	-8	-3	0.0	-5
40	-4	-10	-11	-2.0	-1

From no. 39 to 40, as listed above:
No.	SMILES	Rin1 Abl inh	Rpn11 block	SUMO1 PPI mod	STEP block	Neddyl block
39	CCOC(=O)Cc1ccc(NS(=O)(=O)c2ccc(SC)cc2)cc1	5	i	-3	-1	i
40	O=C(CNS(=O)(=O)c1ccccc1)NCC(=O)OCc1ccc(Cl)cc1	1	i	1	0	i

No.	CSN inh	NadD block	Scp1 inh	LMPTP inh	DNMT1 block
39	-6	-8	-3	0.0	-5
40	-4	-10	-11	-2.0	-1

Remaining list, next part.
No.	SMILES	Rin1 Abl inh	Rpn11 block	SUMO1 PPI mod	STEP block	Neddyl block
41	CCOc1nc(-c2ccccc2)ccc1-c1noc(-c2ccc(OC)c(OC)c2)n1	-1	i	-5	0	i
42	CC(C)C(=O)NC(NC(=S)Nc1ccc(S(N)(=O)=O)cc1)C(Cl)(Cl)Cl (stereo not drawn)	1	i	0	1	i
43	CC(C(=O)N1CCN=C1c1ccccc1)N1C(=O)c2ccccc2C1=O (stereo not drawn)	1	i	-5	0	i
44	CN(C)S(=O)(=O)N1CCC(CO)(Cc2cccc(C(F)(F)F)c2)CC1	-2	i	-1	9	i
45	CS(=O)(=O)N(CC(=O)Nc1ccccc1C(=O)NCc1ccccc1)c1ccc2c(c1)OCCO2	1	i	2	-1	i
46	CCN(CC)CCCNC(=O)Cn1nc(-c2ccccc2)ccc1=O	-1	i	-1	-1	i
47	O/N=C/c1cn(-c2ccc(Cl)cc2)nn1	5	i	2	1	i
48	O=C(CCCOc1ccccc1)Nc1nncs1	1	i	2	1	i
49	Cc1c(N(C)C(=O)c2ccccc2F)c(=O)n(-c2ccccc2)n1C	-1	i	3	-2	i
50	COc1ccc(-c2[nH]ncc2/C=N\NS(=O)(=O)c2ccc(Cl)cc2)cc1	-3	i	1	-7	i
51	COc1cc(C=O)ccc1OCC(=O)N1CCOCC1	1	i	-1	-4	i

No.	CSN inh	NadD block	Scp1 inh	LMPTP inh	DNMT1 block
41	1	-13	-17	1.8	-7
42	-2	0	1	-1.1	3
43	1	-5	-5	-0.8	-1
44	2	-4	-13	2.5	-5
45	4	-11	-11	0.6	0
46	-1	0	-3	0.0	2
47	1	0	-10	-0.2	1
48	1	3	2	-2.1	-4
49	3	4	2	-2.2	-1
50	2	-5	-5	-0.1	-2
51	5	1	-6	0.0	5

Molecules shown so far containing a nitro group on carbon:
No.	SMILES	Rin1 Abl inh	Rpn11 block	SUMO1 PPI mod	STEP block	Neddyl block
4	O=c1oc(-c2cccc([N+](=O)[O-])c2)nc2ccccc12	3	i	-18	-1	i
6	O=C(CCOc1ccccc1)Nc1ccccc1[N+](=O)[O-]	2	+	-11	-3	i
37	O=C(O)[C@H]1CCCC[C@H]1C(=O)Nc1cc([N+](=O)[O-])ccc1F	-3	i	-14	1	i

No.	CSN inh	NadD block	Scp1 inh	LMPTP inh	DNMT1 block
4	2	-2	-2	0.1	-2
6	-6	-2	-1	0.0	-3
37	-12	-1	-7	-0.4	2

Screens from PubChem BioAssay.
